# Furin inh = inhibitors of human furin; inhibition, % at 30 µM; P09958; AID 463115; purified furin, fluorogenic substrate cleavage; 220,000 tested, 0.061% active; in the data active means inhibition above about 25%; further: inactives centre near -15
# Target sequence (P09958 108-714 limits assumed): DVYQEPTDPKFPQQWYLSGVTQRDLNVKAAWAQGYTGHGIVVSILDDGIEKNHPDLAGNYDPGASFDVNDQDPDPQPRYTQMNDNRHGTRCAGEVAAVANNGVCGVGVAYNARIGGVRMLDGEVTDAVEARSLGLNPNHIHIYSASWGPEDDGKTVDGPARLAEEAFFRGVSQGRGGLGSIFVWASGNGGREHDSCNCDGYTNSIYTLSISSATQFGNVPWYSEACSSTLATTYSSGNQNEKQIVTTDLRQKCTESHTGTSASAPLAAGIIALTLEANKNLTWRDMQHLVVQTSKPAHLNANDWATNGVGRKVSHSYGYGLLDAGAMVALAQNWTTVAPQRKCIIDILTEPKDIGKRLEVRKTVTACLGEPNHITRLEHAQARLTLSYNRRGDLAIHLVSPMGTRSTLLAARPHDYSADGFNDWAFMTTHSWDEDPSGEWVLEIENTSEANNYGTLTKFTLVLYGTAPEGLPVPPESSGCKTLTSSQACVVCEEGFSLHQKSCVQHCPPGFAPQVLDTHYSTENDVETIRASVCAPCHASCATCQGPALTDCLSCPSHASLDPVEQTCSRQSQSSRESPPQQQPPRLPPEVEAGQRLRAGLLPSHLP
# eIF4E 4G PPI = blocks eIF4E binding to eIF4G; TR-FRET eIF4E-eIF4GI(517-606) binding, 2 h; inhibition, % at 21.7 µM; 220,000 tested, 0.37% active;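 further: 0% = full FRET control wells and 100% = background wells lacking eIF4GI fragment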
# Thrombin inh = inhibitors of human thrombin; inhibition, % at 5 µM; P00734; 220,000 tested, 0.26% active; alpha-thrombin, Boc-VPR-AMC fluorogenic substrate cleavage;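 active means inhibition at or above 40%; inactive means inhibition below 40%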;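 further: 0% = enzyme with no compound and 100% = wells without enzyme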
#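 Material: human alpha-thrombin protein. Incubation: reaction at ambient temperature. Technique: fluorescence of released AMC, ex 355 nm, em 460 nm. Control set: no-compound enzyme wells and no-enzyme blanks. Also added: Boc-VPR-AMC substrate, 15 µM final. Buffer or medium: pH 7.5 Tris (50 mM) with NaCl 150 mM, Tween 20 0.05%.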
# KLK5 inh = inhibitors of human kallikrein 5 | Q9Y337 | recombinant hK5, fluorogenic AMC substrate cleavage | inhibition, % at 5 µM | 210,000 tested, 0.59% active | AID 873;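 active means inhibition of 40% or more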;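 further: 0% = enzyme controls without compound and 100% = no-enzyme blanks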
# Rad51 HR inh = blocks human Rad51 in homologous recombination; AID 1385; hRad51 DNA strand exchange, fluorescence dequenching; Q06609; 200,000 tested, 0.085% active; inhibition, % at 10 µM;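 active means inhibition above 40% at the single screening dose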;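 further: 0% = DMSO control wells and 100% = blanks with heterologous ssDNA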
#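 System: hRad51 filaments on single-stranded DNA; reagent: Fluorescein- and BHQ1-tagged 47-mer duplex; compound dosing: one concentration, 10 µM final; timing: filaments 15 min 37 °C, then compound 30 min; measured by: fluorescein emission 520 nm, excitation 485 nm; benchmarks: per-plate controls and blanks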
# NCF1 inh = inhibitors of human p47phox binding. inhibition, % at 24.7 µM. p47phox/p22phox peptide binding, fluorescence polarization, 2 h. P14598. 220,000 tested, 0.53% active. AID 1274;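 further: 0% = p47phox with labelled peptide and 100% = labelled peptide alone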
# 14-3-3 Bad inh = disrupts binding of bovine 14-3-3 zeta to phospho-Bad peptide; TR-FRET 14-3-3zeta/Dy647-pBad peptide displacement, 1 h; 220,000 tested, 0.71% active; inhibition, % at 21.7 µM; AID 781;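 active means inhibition above about 70%, limit read from the data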;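 further: 0% = full 14-3-3 plus peptide FRET controls and 100% = background without 14-3-3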
# Target sequence (P63103 whole entry, looked up): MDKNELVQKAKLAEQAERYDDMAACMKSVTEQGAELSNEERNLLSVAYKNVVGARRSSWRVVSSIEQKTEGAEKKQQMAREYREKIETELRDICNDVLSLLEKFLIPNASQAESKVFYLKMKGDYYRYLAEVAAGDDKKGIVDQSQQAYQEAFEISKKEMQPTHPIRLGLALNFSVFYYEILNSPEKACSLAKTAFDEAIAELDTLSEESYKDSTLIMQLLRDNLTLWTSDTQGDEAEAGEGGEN
# EBV gp42 inh = inhibitors of Epstein-Barr virus glycoprotein 42; Q1HVG2; Fluorescence polarization binding assay, mP read-out; inhibition, % (tested at 21.74 µM); 220,000 tested, 0.42% active; AID 1085; in the data active means inhibition above about 50%
# Target sequence (Q1HVG2 whole entry, looked up): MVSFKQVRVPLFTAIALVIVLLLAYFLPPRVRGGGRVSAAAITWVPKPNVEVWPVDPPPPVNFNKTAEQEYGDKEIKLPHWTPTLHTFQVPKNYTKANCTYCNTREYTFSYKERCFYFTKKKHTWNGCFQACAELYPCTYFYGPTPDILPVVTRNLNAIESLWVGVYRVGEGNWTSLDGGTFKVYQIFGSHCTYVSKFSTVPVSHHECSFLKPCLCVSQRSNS
# Cl transport mod = KCC2 (human) Cl- transport modulation; B-score of Tl+ flux slope (higher = more flux/activation; lower = inhibition) at 10 µM; 190,000 tested, 2.2% active; KCC2 cells, thallium flux FluoZin-2 fluorescence; Q9H2X9;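 active means thallium flux slope and its plate-corrected score both differing from the plate sample mean at a set confidence after two filtering rounds, in either direction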;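 further: slope of fluorescence scaled to starting intensity during 10 to 20 s after thallium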
# Starred values were filed as active, the others as inactive; i = inactive; nt = not tested or not shown; [ ] = another dose, or the depositor's remark.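 How the source made its calls, unless noted: active means inhibition above about 30% (limit read from the data); inactive means the rest.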 This is a random part of the collection (roughly 4.7% active in at least one column).
no.	Furin inh	eIF4E 4G PPI	Thrombin inh	KLK5 inh	Rad51 HR inh	NCF1 inh	14-3-3 Bad inh	EBV gp42 inh	Cl transport mod	smiles
1	-23	1	-3	2	nt	-6	0	-2	0.012	Nc1ncnc(Nc2cc(C(F)(F)F)cc(C(F)(F)F)c2)n1
2	-22[20 µM]	-3	1	-6	4	-9	-2	-17	-2.1	COc1cc(C(=O)N2CCN(C(=O)c3ccco3)CC2)cc(OC)c1OC
3	-16	-1	-7	-3	-2	5	-14	0	-0.35	CCCCNc1cnn(-c2ccccc2)c(=O)c1Cl
4	-31	2	-6	-5	-3	-6	-13	-10	0.48	COc1ccc(NC(=S)NCCCN2CCCC2=O)c(OC)c1
5	-9	-3	1	7	nt	-8	-13	-9	0.052	CCOC(=O)Cn1cc(/C=N/NC(=O)c2cc3ccccc3o2)c2ccccc21
6	-2	-2	-2	-2	2	-9	-1	-18	-0.3	O=C(/C=C/c1ccc[nH]1)c1ccc(F)cc1
7	-20	1	9	6	10	-10	-2	-12	0.81	Cc1cc(-c2nn(-c3ccccc3F)cc2CN2CCCC(CO)C2)c(C)s1 (stereo not drawn)
8	-8[20 µM]	-1	-8	7	-5	3	8	-16	1.2	O=C(CN1C(=O)CSC1=O)N1CCc2ccccc2C1
9	3	1	2	-20	8	-3	1	6	0.67	CN(C)c1ccc(/C=N/N=C2/SC(CC(=O)O)C(=O)N2c2ccc(O)cc2)cc1 (stereo not drawn)
10	-27	-1	-2	12	nt	-5	-12	-9	nt	CC(=O)Nc1cccc(/C(C)=N/NC(=O)c2ccc3c(c2)OCO3)c1
11	-24	-1	-3	0	4	-18	1	-11	-0.036	O=C(Nc1ccc(S(=O)(=O)N2CCCCC2)cc1)c1cnccn1
12	-15	-9	-6	-16	6	-12	-5	-9	-0.1	CCCCOC(=O)c1ccc(NS(=O)(=O)c2cc(-c3nnnn3CC)ccc2OC)cc1
13	-21	-2	-4	2	6	-5	2	-1	-0.071	O=C(O)CCCNC(=O)CCn1nnc2ccccc2c1=O
14	-6	0	nt	-2	-2	0	-6	2	0.51	CCC(=O)Nc1cccc(-n2nnnc2SCC(=O)N(C(C)C)C(C)C)c1
15	-21	1	-5	-1	-5	-8	2	-27	0.2	C/C(=N\NC(=O)CN1CCN(Cc2ccc(C)cc2)CC1)c1ccncc1
16	0	1	-2	2	-19	-4	4	-11	-2	CCCCc1n[nH]c2c1/C(=N/OCC)CC(C)(C)C2

# Excerpt, compounds 1 to 14
no.	Furin inh	eIF4E 4G PPI	Thrombin inh	KLK5 inh	Rad51 HR inh	NCF1 inh	14-3-3 Bad inh	EBV gp42 inh	Cl transport mod	smiles
1	-23	1	-3	2	nt	-6	0	-2	0.012	Nc1ncnc(Nc2cc(C(F)(F)F)cc(C(F)(F)F)c2)n1
2	-22[20 µM]	-3	1	-6	4	-9	-2	-17	-2.1	COc1cc(C(=O)N2CCN(C(=O)c3ccco3)CC2)cc(OC)c1OC
3	-16	-1	-7	-3	-2	5	-14	0	-0.35	CCCCNc1cnn(-c2ccccc2)c(=O)c1Cl
4	-31	2	-6	-5	-3	-6	-13	-10	0.48	COc1ccc(NC(=S)NCCCN2CCCC2=O)c(OC)c1
5	-9	-3	1	7	nt	-8	-13	-9	0.052	CCOC(=O)Cn1cc(/C=N/NC(=O)c2cc3ccccc3o2)c2ccccc21
6	-2	-2	-2	-2	2	-9	-1	-18	-0.3	O=C(/C=C/c1ccc[nH]1)c1ccc(F)cc1
7	-20	1	9	6	10	-10	-2	-12	0.81	Cc1cc(-c2nn(-c3ccccc3F)cc2CN2CCCC(CO)C2)c(C)s1 (stereo not drawn)
8	-8[20 µM]	-1	-8	7	-5	3	8	-16	1.2	O=C(CN1C(=O)CSC1=O)N1CCc2ccccc2C1
9	3	1	2	-20	8	-3	1	6	0.67	CN(C)c1ccc(/C=N/N=C2/SC(CC(=O)O)C(=O)N2c2ccc(O)cc2)cc1 (stereo not drawn)
10	-27	-1	-2	12	nt	-5	-12	-9	nt	CC(=O)Nc1cccc(/C(C)=N/NC(=O)c2ccc3c(c2)OCO3)c1
11	-24	-1	-3	0	4	-18	1	-11	-0.036	O=C(Nc1ccc(S(=O)(=O)N2CCCCC2)cc1)c1cnccn1
12	-15	-9	-6	-16	6	-12	-5	-9	-0.1	CCCCOC(=O)c1ccc(NS(=O)(=O)c2cc(-c3nnnn3CC)ccc2OC)cc1
13	-21	-2	-4	2	6	-5	2	-1	-0.071	O=C(O)CCCNC(=O)CCn1nnc2ccccc2c1=O
14	-6	0	nt	-2	-2	0	-6	2	0.51	CCC(=O)Nc1cccc(-n2nnnc2SCC(=O)N(C(C)C)C(C)C)c1

# Carrying on:
no.	Furin inh	eIF4E 4G PPI	Thrombin inh	KLK5 inh	Rad51 HR inh	NCF1 inh	14-3-3 Bad inh	EBV gp42 inh	Cl transport mod	smiles
17	-23	-2	-5	2	nt	-5	5	-15	-0.37	O=C(COc1ccc([N+](=O)[O-])cc1)NCCc1nc2ccccc2[nH]1
18	-22[20 µM]	nt	-4	-5	9	-9	nt	-21	-0.23	COC(=O)c1coc(-c2ccc(OC)cc2)c1C(=O)OC
19	-32	2	0	-27	-2	-19	4	42	nt	Oc1cccc(/C=N/c2c(-c3ccco3)nc3ccccn23)c1
20	-27	-1	0	-20	7	3	9	3	-0.63	CC(=O)c1cccc(NC(=O)c2noc3c2CCc2ccccc2-3)c1
21	-27	4[fluorescence artefact?]	1	4	7	-4	-4[fluorescence artefact?]	-10	1.4	CC1(C)C2CCC13CS(=O)(=O)N[C@@H]3C2 (stereo partly drawn)
22	-14	7	-5	-8	-4	-1	-2[fluorescence artefact?]	-9	1.4	CN1CCC(N(C)C(=S)NC(=O)C23CC4CC(CC(C4)C2)C3)CC1
23	-17	10	31	20	-5	-4	-23	-3	1.1	c1ccc(Cn2nnc3c(NCCN4CCOCC4)ncnc32)cc1
24	-12	-1	-1	15	-4	7	6	-2	-1	O=C(NC1CCOC1)c1ccc(OC2CCN(CCc3ccccc3)CC2)cc1 (stereo not drawn)
25	-23	3	-3	4	nt	-3	-5	-5	nt	C=C(C)Cn1cnc2cc(C)c(C)cc21
26	-33	-3	-6	1	-4	-9	-3	-13	0.21	COc1ccc(CCNC(=O)c2ccccc2Cl)cc1OC
27	-6	1	-2	0	-22	-17	-3	-9	-1.1	O=C1CSC(=S)N1/N=C/c1ccc(Cl)c([N+](=O)[O-])c1
28	-27	2	-1	0	-12	-15	-6	-3	-1	CC(NC(=O)c1cccc(S(=O)(=O)N2CCN(C)CC2)c1)C1CC2CCC1C2 (stereo not drawn)
29	-23	-1	-2	2	5	-6	-8	-8	0.53	COCCC(=O)N1CCCC(CCC(=O)NCc2ccc(F)c(F)c2)C1 (stereo not drawn)
30	-24[20 µM]	4	2	-10	0	-6	-8[fluorescence artefact?]	7	-1.3	Cc1cccc(OCc2nnc(N)s2)c1C
31	-3	2	-11	-1	-5	-8	0	-11	-0.89	CCOC(=O)c1ccc(-n2c(CC)nc3ccccc3c2=O)cc1
32	-26[20 µM]	-3	-8	-10	-4	-8	-4	-3	nt	Cc1nc(S(=O)(=O)c2ccc(Cl)cc2Cl)nc2c1CCC2
33	-24	-2	-3	-23	nt	-16	-1	0	-1.1	Cc1oc2ccc(NS(=O)(=O)c3ccccc3)cc2c1C(=O)Nc1ccccc1
34	-35	1	-1	-1	4	-3	-7	-9	-0.46	Cc1cccc(CC(C)NC(=O)CCc2nnc(-c3ccccc3)o2)n1 (stereo not drawn)
35	-19	4	-5	-5	0	-10	-13	-3	-0.83	CC(NC(=O)c1ccc(C(F)(F)F)cc1)C(c1ccccc1)N1CCOCC1 (stereo not drawn)
36	3	2	-3	0	4	-8	-10	-9	0.15	O=S1(=O)CC/C(=N/Nc2ccccn2)c2cc(F)ccc21
37	-12[20 µM]	1[fluorescence artefact?]	3	0	1	2	-3	-1	0.87	Cc1ccc(S(=O)(=O)N2CCCC(C(=O)NC3=NCCS3)C2)cc1 (stereo not drawn)
38	-38	-3	-9	19	2	2	-9	0	nt	O=S(=O)(c1cccc2cccnc12)N(CCO)CCO
39	-31	-4	3	3	-6	-9	-5	-9	-0.066	C/C=C\C=C/C(=O)Nc1cccc(C2=NOC3(C2)C[C@@H](C(N)=O)N(C(=O)C2(C)CC2)C3)c1 (stereo partly drawn)
40	-40	4	-5	-8	-7	-9	6	-5	-0.97	Cc1ccc2nc(-c3ccc(NC(=O)COCC(=O)O)cc3)sc2c1
41	-13[20 µM]	4	-5	24	2	3	-2	-5	-0.24	COc1ccc(Nc2nc(N)nc(CSc3nccc(C)n3)n2)cc1
42	-10[20 µM]	0	-7	3	4	-12	-4	-24	-0.095	O=C(CSc1nc2cc(Cl)ccc2o1)N1CCOCC1
43	-12	1	0	nt	nt	-1	-3	-10	-0.24	Cc1cccc(NC(=S)N(CCCN2CCCC2)Cc2cccn2Cc2ccc(Cl)cc2)c1
44	-25	2	-5	1	4	-6	-4	-6	-0.33	CN1C[C@@H]2C[C@@H](C3=Cc4cc(Cl)ccc4OC3)N3CCC[C@@]23C1=O
45	-4	4	-4	-5	nt	-4	8	-7	-1.4	COc1ccc(/C=C2\SC(=S)N(C(Cc3ccccc3)C(=O)O)C2=O)cc1 (stereo not drawn)
46	-20[20 µM]	-36[fluorescence artefact?]	-7	-28	-1	-8	-5	-8	-0.19	CCOC(=O)c1ccc(NC(=O)CSc2nnc(-c3cccs3)n2CC)cc1
47	-14	1	-8	0	-2	-4	2	2	-0.16	CCOCCOC(=O)C1=C(C)N(C)C(=O)NC1c1cc(Cl)c(O)c(OC)c1 (stereo not drawn)
48	-18	6[fluorescence artefact?]	-2	4	-8	-9	-5	-4	nt	CCSc1nnc(NC(NC(=O)c2ccco2)(C(F)(F)F)C(F)(F)F)s1
49	-14	5	-4	2	-4	2	-8	-23	0.17	Cc1cc(C)c(S(=O)(=O)NCC(=O)NCc2ccco2)c(C)c1
50	-12	0	-1	-5	7	4	12	-5	1.5	N#CCC(=O)N/N=C/c1cn(Cc2ccc(Cl)c(Cl)c2)c2ccccc12
51	-30[20 µM]	0	11	17	-260	-6	-17	139*	i	O=c1oc2c3c4c(cc2c(C(F)(F)F)c1CCN1CCOCC1)CCCN4CCC3
52	-8[20 µM]	4	1	-9	6	-8	-6	-9	nt	COc1ccc(NC(=S)N/C(=N/CS(=O)(=O)c2ccccc2)c2ccccc2)cc1
53	-3[20 µM]	2	7	-4	-2	-10	5	0	1.1	CC1(C)CC(=O)c2cc(C(=O)NCc3ccco3)c(=O)n(-c3ccccc3)c2C1
54	-8	1	0	-7	nt	-9	0[fluorescence artefact?]	-14	0.94	CC(=O)NCC(=O)OC(C(=O)c1ccccc1)c1ccc(Cl)cc1 (stereo not drawn)
55	-23	1	-5	-3	9	-5	-16	-19	-0.15	Cc1cccc(C)c1NC(=O)NCCSc1snnc1C
56	-26	-2	1	-3	1	-9	-12	-14	-0.87	O=C1OCC2=C1C(c1ccc(Cl)cc1)CC(=O)N2c1ccc(F)cc1 (stereo not drawn)
57	-15	0	-16	0	0	-3	21	-15	0.91	N=C(N)Sc1nc(N2CCCCC2)nc(N2CCCCC2)n1
58	-23	4	1	-2	8	-14	-14	-7	0.33	CC1(C)CC(=O)C/C(=N\NC(=O)C2CC2c2ccccc2)C1 (stereo not drawn)

# Filtered by structure, those above containing a nitro group on carbon (2)
no.	Furin inh	eIF4E 4G PPI	Thrombin inh	KLK5 inh	Rad51 HR inh	NCF1 inh	14-3-3 Bad inh	EBV gp42 inh	Cl transport mod	smiles
17	-23	-2	-5	2	nt	-5	5	-15	-0.37	O=C(COc1ccc([N+](=O)[O-])cc1)NCCc1nc2ccccc2[nH]1
27	-6	1	-2	0	-22	-17	-3	-9	-1.1	O=C1CSC(=S)N1/N=C/c1ccc(Cl)c([N+](=O)[O-])c1

# Screens (PubChem BioAssay)
